MRP-1 activ: MRP-1 activation. H69AR cells + doxorubicin, viability rescue, CellTiter-Glo. viability increase, % at 10 µM. 140,000 compounds, 0.61% hits;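 active = viability gain under doxorubicin at or above a set limit, the compound median plus 3 SD, cut at about 4.7% in these data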;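 also: MRP-1 overexpressing cells given doxorubicin 25 µM after compound pretreatment; 18-22 h compound pretreatment then 72 h with doxorubicin before readout; 0% = doxorubicin-only wells and 100% = vehicle-treated cells without doxorubicin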
Yeast lifespan up: extends the lifespan of yeast; S. cerevisiae growth with nicotinamide, OD615; deaD strain in restrictive glucose medium; inhibition of the nicotinamide effect, % at 10 µM; AID 775; 130,000 compounds, 0.68% hits;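 active = inhibition above a set limit, placed 3 SD over the median of all compounds, cut at about 26% in these data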;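 also: 0% = nicotinamide-treated wells and 100% = cells grown without nicotinamide; some compounds called inactive have numbers as strong as hits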
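assay system = DeaD-strain S. cerevisiae | measured by = absorbance at 615 nm | probe or stimulus = nicotinamide 1.5 mM | buffer or medium = CSMM-D glucose medium, restrictive | times = 48 h at 30 °C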
GALR2 antag: antagonists of human galanin receptor 2 (GALR2) | GALR2-expressing cells, antagonist mode | 140,000 compounds, 0.39% hits | inhibition, % at 4 µM | O43603 | AID 828; in the data active = inhibition above about 27%;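 also: cells stimulated with galanin 1-16 at roughly its EC80; 0% = agonist challenge control and 100% = basal control without agonist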
Target sequence (O43603 whole entry, looked up): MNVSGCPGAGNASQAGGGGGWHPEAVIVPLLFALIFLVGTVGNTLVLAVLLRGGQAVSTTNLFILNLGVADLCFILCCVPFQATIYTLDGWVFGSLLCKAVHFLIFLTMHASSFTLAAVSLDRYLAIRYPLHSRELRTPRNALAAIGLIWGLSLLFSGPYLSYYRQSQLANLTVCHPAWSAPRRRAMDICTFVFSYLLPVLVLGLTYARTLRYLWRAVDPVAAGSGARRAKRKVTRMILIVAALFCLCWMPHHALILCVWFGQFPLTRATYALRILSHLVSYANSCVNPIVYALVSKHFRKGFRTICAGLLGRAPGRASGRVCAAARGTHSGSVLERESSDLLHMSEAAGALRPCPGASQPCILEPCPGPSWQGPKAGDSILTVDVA
PTEN del growth: PTEN-deleted cell growth suppression; AID 827; HCT116 PTEN-null viability, CellTiter-Glo, 60 h; hits give low values; 140,000 compounds, 1.2% hits; viability, % at 10 µM;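 active = viability at or below a set limit, 4 SD under the median of all tested compounds, cut at about 3.7% in these data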;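 also: PTEN knockout HCT116 line with beta catenin targeted HCT116 as companion control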
Measles CPE: protection of cells from measles virus; AID 841; Measles virus-infected cells, CPE protection, absorbance; protection (pct of control), % at 4 µM; 140,000 compounds, 1.5% hits; in the data active = protection mostly above about 24%, no sharp cut-off; inactive = mostly below about 26%; also: some compounds called inactive have numbers as strong as hits
NPY-Y2 antag: antagonists of human neuropeptide Y receptor Y2. P49146. NPY-Y2 expressing cells, antagonist mode. inhibition, % at 2.7 µM. 140,000 compounds, 0.99% hits. AID 793; in the data active = inhibition above about 17%;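 also: 0% = vehicle with agonist challenge and 100% = reference antagonist with challenge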
Target sequence (P49146 whole entry, looked up): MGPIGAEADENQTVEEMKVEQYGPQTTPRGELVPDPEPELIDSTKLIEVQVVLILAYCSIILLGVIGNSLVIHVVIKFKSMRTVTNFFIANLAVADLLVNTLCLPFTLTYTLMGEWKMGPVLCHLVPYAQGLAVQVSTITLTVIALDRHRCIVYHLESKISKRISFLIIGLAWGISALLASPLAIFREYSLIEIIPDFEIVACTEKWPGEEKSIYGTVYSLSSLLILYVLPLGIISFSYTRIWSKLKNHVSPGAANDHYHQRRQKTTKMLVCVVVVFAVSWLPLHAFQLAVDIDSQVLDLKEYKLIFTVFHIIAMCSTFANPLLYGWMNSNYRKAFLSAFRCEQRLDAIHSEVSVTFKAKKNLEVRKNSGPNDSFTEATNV
bCat KO growth: beta-catenin-lacking colon tumor cell growth suppression. HCT116 beta-catenin knockout viability, CellTiter-Glo, 60 h; hits give low values. viability, % at 10 µM. 140,000 compounds, 1.5% hits;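 active = viability at or under a set limit, the compound median less 4 SD, cut at about 6% in these data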;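 also: 0% = Hyamine 1622 control at 20 µM and 100% = untreated cell control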
E-sel TNF inh: TNF alpha driven E-selectin expression inhibition; HUVEC TNFa-induced E-selectin immunofluorescence, high content; inhibition, % at 2 µM; 120,000 compounds, 0.71% hits; AID 1246;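 active = inhibition above the batch mean plus 3 SD, and confirmed as a hit on visual image review, cut at about 43% in these data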;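 also: 0% = TNF-stimulated DMSO wells and 100% = unstimulated control wells; not every result past the cut was called active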
Phagocytosis inh: inhibitors of macrophage phagocytosis; J774A.1 macrophage IgG-bead phagocytosis, imaging; inhibition, % at 5 µM; 110,000 compounds, 0.07% hits;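 active = inhibition above the mean of the plate negative controls plus 5 SD, cut at about 13% in these data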;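 also: phagocytic index as fraction of beads internalized from green versus red external bead signal; plate controls were DMSO negative control for no effect and cytochalasin-D positive control for full effect; some results beyond the cut were filed as inactive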
Yeast growth inh: reduces growth of yeast BB579 in restrictive medium; AID 804; inhibition, % at 10 µM; S. cerevisiae BB579 growth, OD615, 48 h; 140,000 compounds, 0.51% hits;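 active = inhibition above a set limit, 3 SD over the mean compound inhibition, cut at about 44% in these data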; also: inactives centre near -24
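Test system: Saccharomyces cerevisiae DeaD strain BB579, replicative lifespan model yeast | Buffer or medium: Restrictive CSMM-D medium | Doses: One dose, 10 µM compound with 0.25% DMSO | Incubation: 48 h exposure, 30 °C | Detection: Culture absorbance at 615 nm | Control set: Amphotericin B at 10 µg/mL as positive control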
Numbers without * were called inactive; . = not tested or not shown.

SMILES	MRP-1 activ	Yeast lifespan up	GALR2 antag	PTEN del growth	Measles CPE	NPY-Y2 antag	bCat KO growth	E-sel TNF inh	Phagocytosis inh	Yeast growth inh
O=C(NC1CCN(Cc2ccccc2)CC1)C1CCCN(S(=O)(=O)c2cccc3nonc23)C1 (stereo not given)	0.4	6	8	93	14	0	92	7	3	-51
CCOC(=O)c1cccc(NC(=O)CN(c2ccc(C)cc2)S(=O)(=O)c2c(C)n[nH]c2C)c1	0.2	-8	7	98	34	-1	104	.	-1	-36
CC(=O)N1C(=O)N(C)C2C1N(C)C(=O)N2C(C)=O (stereo not given)	1.2	-6	-24	97	2	-1	88	.	0	-51
CCN(CC)C(=S)SCC(=O)c1ccccc1	2.8	-7	-9	104	6	10	110	-37	.	-2
O=C(NC(=S)NCC1CCCO1)c1ccc(Cl)cc1Cl (stereo not given)	0.8	2	-8	93	4	2	86	.	-8	-26
CCCCC(=O)NC(=S)Nc1cccc(NC(=O)c2ccco2)c1	-4.0	0	-23	81	5	3	88	26	-4	-18
CCCC(=O)Nc1c(C(=O)OCC)[nH]c2ccccc12	-3.7	-10	18	94	39*	1	88	.	0	-20
COc1cccc(C2NC(=S)NC3=C2CCc2ccccc23)c1 (stereo not given)	-1.9	7	4	91	3	4	89	.	2	0
CCOc1ccccc1N1CCN(C(=O)/C=C/c2cccc([N+](=O)[O-])c2)CC1	0.1	-2	-11	86	1	6	84	.	-2	-18
Cc1ccc(N2C(=O)c3ccccc3NC2C(C)Cc2ccc3c(c2)OCO3)cc1 (stereo not given)	-6.7	.	10	61	4	17	69	-27	.	-14
COc1ccc(OCC(=O)NC(=S)Nc2ccc(S(=O)(=O)Nc3cc(OC)nc(OC)n3)cc2)cc1	-0.7	10	8	106	4	6	98	.	0	-35
O=C(Cc1ccc(Cl)cc1)NNC(=O)c1cnccn1	-1.3	2	1	86	4	0	83	-14	-1	-12
O=C1OC(c2ccccc2)=NC12CC2c1ccc(Cl)cc1 (stereo not given)	-1.6	30*	3	105	27	3	104	.	-1	1
Cc1cc(NC(=O)c2ccco2)ncc1NC(=O)CCc1ccccc1	-1.7	-9	9	108	5	2	98	10	0	-51
O=C(NCc1ccccc1Cl)c1ccccc1Oc1ccccc1	-0.1	-8	-3	103	24	7	101	-3	-6	22
COc1ccc(-n2c(Cc3cccn3C)nnc2SCC(=O)Nc2ccccc2F)cc1	-2.3	-9	18	78	2	2	74	-7	0	8
CN(C)c1nc(Nc2ccccc2)nc(N(C)C)n1	-2.5	-27	14	75	7	4	65	.	1	-37
CC(=O)c1ccc(NC(=O)C(C)OC(=O)COc2ccc(C#N)cc2)cc1 (stereo not given)	1.6	0	2	97	12	3	92	.	-9	2
CC(=O)C(Sc1nn(C)c(=S)s1)C(=O)Nc1ccccc1 (stereo not given)	-0.5	2	-6	91	33	1	80	-3	1	-15
O=C(O)CN1CCN(Cc2ccc(F)cc2Cl)C1=O	1.7	-17	4	95	10	5	100	-41	.	-19
O=C(COC(=O)C1CC(=O)N(c2ccc3c(c2)OCCO3)C1)NC1CCCc2ccccc21 (stereo not given)	-0.1	-2	12	107	2	-1	97	18	-2	-28
CCc1cccc(CC)c1NC(=S)NCC(c1cccnc1)N1CCOCC1 (stereo not given)	-1.7	2	3	83	13	4	87	.	-16	-9
O=C(CSc1cn(Cc2ccccc2)c2ccccc12)N1CCOCC1	-1.8	-2	2	107	3	4	92	.	0	0
COc1ccccc1-c1noc(CCC(=O)Nc2cccc(C)c2)n1	-2.1	-6	9	92	34	5	97	4	2	-33
COC(=O)c1c(NC(NC(=O)c2ccccc2)(C(F)(F)F)C(F)(F)F)sc2c1CCN(C)C2	-1.6	8	5	98	6	4	86	6	-3	-59
Further compounds.
SMILES	MRP-1 activ	Yeast lifespan up	GALR2 antag	PTEN del growth	Measles CPE	NPY-Y2 antag	bCat KO growth	E-sel TNF inh	Phagocytosis inh	Yeast growth inh
CC(=O)Nc1coc2ccc(Br)cc12	-1.4	-12	4	89	25	1	91	9	0	-72
CC1(C)CC2CC(C)(CN2C(=O)C23CCC(C)(C(=O)O2)C3(C)C)C1 (stereo not given)	-0.8	-8	-6	101	5	2	102	.	0	-25
COc1ccc2c(Cl)c(C(=O)N/N=C/c3ccc4c(c3)OCO4)sc2c1	-4.7	-3	-6	11	3	6	56	-9	.	-35
COCCN(Cc1cc2ccc(C)cc2n2nnnc12)Cc1nnnn1C(C)(C)C	-2.1	.	3	95	12	1	98	-4	.	-39
COc1ccccc1[C@@H]1C(c2cccc(Cl)c2)=NN(c2ccccc2)[C@H]1C(=O)N1CCOC1=O	-2.1	4	8	77	9	0	78	-19	.	-41
CCc1nc2ccccc2n1CC(=O)N(C(C)CC)C1CCS(=O)(=O)C1 (stereo not given)	-1.7	-18	-1	92	4	2	78	.	-2	-2
CSc1cccc(NC(=O)COc2ccccc2)c1	-1.3	-7	1	99	7	10	99	-8	0	-28
CCn1c(SCc2nc3scc(-c4ccccc4)c3c(=O)[nH]2)nnc1-c1ccc(Cl)cc1	-4.9	7	9	84	7	3	72	.	-5	-23
COc1ccc(-c2nc3ccccc3c(C(=O)Nc3ccc(S(=O)(=O)Nc4cc(C)on4)cc3)c2C)cc1	-3.5	-6	2	27	8	6	24	26	-2	-12
COc1ccc(Br)cc1C1Nc2ccccc2C(=O)N1NC(=O)c1ccncc1 (stereo not given)	-4.5	-5	1	97	13	8	92	-36	.	16
O=C(NCCO)c1cccc2c1-c1ccccc1C2=O	-1.2	2	11	104	7	1	99	12	-5	-22
CCCOc1ccc(N2C(=O)CC(N3CCCC(C(=O)N4CCCC4)C3)C2=O)cc1 (stereo not given)	-0.8	3	7	94	4	1	85	-23	.	-28
COc1ccccc1NC(=O)c1cc(Sc2nncn2C)nc2ccccc12	-4.5	-20	-7	86	7	-2	95	-11	0	-13
O=C(CSc1nnc(-c2ccccc2O)o1)N1CCc2ccccc2C1	-5.1	-23	-10	86	28	6	91	-2	-1	-8
c1ccc2c(NCC3CCCO3)nc(-c3ccncc3)nc2c1 (stereo not given)	-2.9	-10	-1	92	4	0	99	-5	-1	-38
Cc1noc(C)c1CSc1nc2ccccc2nc1NS(=O)(=O)c1ccc(Cl)cc1	-1.1	-5	-8	54	8	-2	62	.	0	-29
NC(=O)N1CCCC1C(=O)Nc1ccc(Cl)c(Cl)c1 (stereo not given)	0.5	-8	-7	78	11	2	92	-3	-1	-58
CCOC(=O)c1c(-c2ccc(-c3ccccc3)cc2)csc1NC(=O)c1cccc(N2C(=O)CCC2=O)c1	2.2	-5	4	39	2	1	62	9	3	-23
CCSc1nnc(NC(=O)C(C(F)(F)F)C(F)(F)F)s1	-1.1	-5	-4	89	12	3	91	29	.	-17
Cc1cccc(NC(=O)CSc2nc3ccccc3o2)c1	-0.1	-7	-3	100	12	22*	91	-14	0	-10
Cc1cc(C(=O)OCC(=O)NCc2ccco2)c(C)n1-c1ccc(F)cc1	-1.1	-3	5	19	8	12	14	-21	10	-32
COc1cc(C2=NOC(C(=O)NC3CCCCC3)C2)cc(OC)c1OC (stereo not given)	-0.9	-3	-7	96	3	0	99	28	0	-48
CCOC(=O)C1C(=O)C=C(Nc2ccccc2F)CC1c1ccccc1 (stereo not given)	-1.6	3	4	83	40	8	85	.	-3	-40
Cc1cccc(-n2c(C)cc(/C=N/NC(=O)c3ccc(CN4CCOCC4)cc3)c2C)c1	0.8	-13	0	50	7	0	46	16	0	-2
Cc1ccc(-c2nnn(CC(=O)N3c4ccccc4CCc4ccccc43)n2)cc1	0.7	.	-13	84	9	5	89	3	.	-46
O=C(CSc1nc2c(cnn2-c2ccc(F)cc2)c(=O)[nH]1)N1CCCCCC1	-4.2	0	-5	97	7	-1	95	.	0	-32
O=C(OC(C(=O)Nc1cc(Cl)cc(Cl)c1)c1ccccc1)C1=COCCO1 (stereo not given)	-1.6	-5	-3	80	5	1	86	-6	3	-36
O=C(NCCN1CCOCC1)c1ccc2c(c1)N(Cc1ccc(F)cc1)C(=O)CS2	-1.1	-9	5	94	2	7	82	-9	0	8
Cc1nn(-c2ccccc2)c2c1C1(C(=O)N(C)c3ccccc31)C(C#N)=C(N)O2 (stereo not given)	-3.4	0	8	44	5	2	27	40	-2	-33

Structures above that contain fluorine (eight):
SMILES	MRP-1 activ	Yeast lifespan up	GALR2 antag	PTEN del growth	Measles CPE	NPY-Y2 antag	bCat KO growth	E-sel TNF inh	Phagocytosis inh	Yeast growth inh
COc1ccc(-n2c(Cc3cccn3C)nnc2SCC(=O)Nc2ccccc2F)cc1	-2.3	-9	18	78	2	2	74	-7	0	8
O=C(O)CN1CCN(Cc2ccc(F)cc2Cl)C1=O	1.7	-17	4	95	10	5	100	-41	.	-19
COC(=O)c1c(NC(NC(=O)c2ccccc2)(C(F)(F)F)C(F)(F)F)sc2c1CCN(C)C2	-1.6	8	5	98	6	4	86	6	-3	-59
CCSc1nnc(NC(=O)C(C(F)(F)F)C(F)(F)F)s1	-1.1	-5	-4	89	12	3	91	29	.	-17
Cc1cc(C(=O)OCC(=O)NCc2ccco2)c(C)n1-c1ccc(F)cc1	-1.1	-3	5	19	8	12	14	-21	10	-32
CCOC(=O)C1C(=O)C=C(Nc2ccccc2F)CC1c1ccccc1 (stereo not given)	-1.6	3	4	83	40	8	85	.	-3	-40
O=C(CSc1nc2c(cnn2-c2ccc(F)cc2)c(=O)[nH]1)N1CCCCCC1	-4.2	0	-5	97	7	-1	95	.	0	-32
O=C(NCCN1CCOCC1)c1ccc2c(c1)N(Cc1ccc(F)cc1)C(=O)CS2	-1.1	-9	5	94	2	7	82	-9	0	8

Assay outcomes (PubChem BioAssay)

No enrichment for hits (roughly 6.1% active in at least one column).
